Bioassay records as filed in PubChem BioAssay.
aSyn yeast inh – inhibitors of alpha-synuclein toxicity in yeast | Potency, µM (titrated, usually from 46.1 µM), without a hit: top-dose growth rescue (activation), hits mostly activators | Yeast expressing alpha-synuclein, growth rescue, BacTiter-Glo, 24 h | 370,000 compounds, 0.14% hits | AID 652106; further: potency means the concentration at half of the fitted maximal effect; % of control where 0% means no effect; nearly all actives have a fitted effect of over 65% in size
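Readout is rescue of growth in alpha-synuclein-expressing yeast, so inhibitors of toxicity appear as activators. Growth after 24 hr at 30 deg C in galactose medium is quantified by luminescence.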
GLP-1R inv ag – acts as inverse agonist at human GLP-1 receptor; Potency, µM (top dose mostly 38.3 µM), without a hit: at the highest dose activity change, negative = inhibition, hits mostly inhibitors; HEK293 GLP-1R CRE-luciferase, luminescence, 24 h; GLP-1R form is constitutively active; 410,000 compounds, 1.6% hits; AID 624417; further: potency means the concentration at half of the fitted maximal effect; on the % scale 0 is the no-effect control and ±100 the full control effect; nearly all actives have a fitted effect of over 55% in size
Target sequence (P43220 whole entry, looked up): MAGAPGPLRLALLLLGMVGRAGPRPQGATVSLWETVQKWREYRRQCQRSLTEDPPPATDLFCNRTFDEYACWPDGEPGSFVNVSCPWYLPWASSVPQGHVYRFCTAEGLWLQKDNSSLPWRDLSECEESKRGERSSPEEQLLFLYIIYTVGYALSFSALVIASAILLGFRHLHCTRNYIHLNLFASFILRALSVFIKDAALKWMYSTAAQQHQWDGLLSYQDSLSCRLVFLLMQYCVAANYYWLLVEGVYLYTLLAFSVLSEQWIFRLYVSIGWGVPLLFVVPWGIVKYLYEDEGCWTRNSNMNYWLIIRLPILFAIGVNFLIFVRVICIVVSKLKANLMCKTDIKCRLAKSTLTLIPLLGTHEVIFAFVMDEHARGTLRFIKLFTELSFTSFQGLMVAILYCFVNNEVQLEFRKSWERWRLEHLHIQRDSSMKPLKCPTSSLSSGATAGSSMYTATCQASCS
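GLP-1R inverse agonism mode: basal reporter luminescence in engineered HEK293 cells measured after one day of compound exposure at 37 deg C, with a 12 min room-temperature detection step.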
GLP1R ag – agonists of human GLP-1 receptor; Potency, µM (doses to about 45.6 µM), for the others: at the highest dose activation, hits mostly activators; HEK293 GLP-1R CRE-luciferase, luminescence, 4-6 h; cells express a hypersensitive GLP-1R form; AID 624172; 380,000 compounds, 0.007% hits; P43220; further: potency means the concentration at half of the fitted maximal effect; % of control where 0% means no effect
DRD3 agonist – agonists of human D3 dopamine receptor | P35462 | D3R DiscoveRx beta-arrestin cells, luminescence, 90 min | max activation, % | 410,000 compounds, 0.58% hits | AID 652048; in the data active means max activation above about 30%; further: 0% is about no effect; mostly tested at two doses, the higher about 12 µM
Target sequence (P35462 whole entry, looked up): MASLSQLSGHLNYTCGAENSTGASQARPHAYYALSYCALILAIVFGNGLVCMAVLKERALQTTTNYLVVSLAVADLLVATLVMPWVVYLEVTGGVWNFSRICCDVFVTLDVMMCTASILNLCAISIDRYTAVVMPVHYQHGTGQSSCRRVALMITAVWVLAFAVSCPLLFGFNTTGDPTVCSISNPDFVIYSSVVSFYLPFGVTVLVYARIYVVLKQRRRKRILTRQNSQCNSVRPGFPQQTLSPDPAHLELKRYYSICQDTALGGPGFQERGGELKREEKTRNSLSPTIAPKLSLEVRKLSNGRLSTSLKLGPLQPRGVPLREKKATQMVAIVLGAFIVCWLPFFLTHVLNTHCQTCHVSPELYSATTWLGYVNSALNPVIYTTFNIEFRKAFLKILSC
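Agonist-mode cell screen: cells plated at 1500/well and incubated overnight at 37 °C, then exposed to library compounds for 90 min at 37 °C. Detection reagent was added for 30–60 min at room temperature, and luminescence was read.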
PTHR1 agonist – activates the human parathyroid hormone receptor PTHR1; HEK293 GP2 PTHR1 cells, GloSensor cAMP luminescence, 1 h; Potency, µM (titrated, usually from 115 µM), for the others: at the highest dose activation, usual class: activators; 410,000 compounds, 0.075% hits; AID 743266; further: potency means the concentration at half of the fitted maximal effect; nearly all actives have a fitted effect of over 55% in size; some results filed as inactive show a strong effect at the top dose; inactives centre near -15; many of its hits are not listed in these tables
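HEK-293-derived GP2 cells expressing PTHR1 and a GloSensor cAMP reporter, 3,000/well, plated overnight, given luciferin plus IBMX (each 0.5 mM as added) for 1 h at 37 °C, then compound for 1 h at 37 °C. Luminescence was read after 15 min at room temperature.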
TDP-43 yeast inh – rescues yeast growth from TDP-43 toxicity. TDP-43 expressing yeast growth rescue, BacTiter-Glo, 24 h. Potency, µM (doses to about 46.1 µM), inactives show top-dose growth rescue (activation), most hits filed as activators. 410,000 compounds, 1.8% hits; further: potency means the concentration at half of the fitted maximal effect; % of control where 0% means no effect; nearly all actives have a fitted effect of over 50% in size
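In this qHTS, compounds that restore growth of yeast expressing TDP-43 appear as activators. Cells (OD600=0.02, galactose medium, raffinose-pregrown) are incubated with compound 24 hr at 30 deg C and growth is quantified by BacTiter-Glo.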
HEK293 tox – cytotoxic in the GLP-1 receptor inverse agonist counter-screen; 410,000 compounds, 0.13% hits; Potency, µM (doses to about 38.3 µM), inactives show top-dose activity change, negative = inhibition, usual class: inhibitors; HEK293 cAMP-luciferase reporter cells, luminescence, 24 h;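 further: loss of luciferase light is scored as toxicity; potency means the concentration at half of the fitted maximal effect; on the % scale 0 is the no-effect control and ±100 the full control effect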
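1536-well qHTS counterscreen of the MLSMR; 200 cells/uL, 12 h pre-incubation, 23 nL cpd, 24 h at 37 deg C 5% CO2, luciferase detection reagent, 12 min RT, luminescence. Inhibition = undesired.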
D3 antag – blocks the human D3 dopamine receptor; P35462; D3R cells, DiscoveRx beta-arrestin luminescence, antagonist mode; active compounds read low; max response, negative = inhibition, %; 360,000 compounds, 2.5% hits; in the data active means max response below about -50%; inconclusive means no clear call, values can overlap the other calls; further: on the % scale 0 is the no-effect control and ±100 the full control effect; mostly tested at two doses, the higher about 12 µM
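Cells expressing the human receptor were seeded at 1500 cells/well, incubated overnight at 37 degrees C in 5% CO2, then exposed to library compounds with dopamine controls for 90 minutes at 37 degrees C before luminescent detection.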
KB-V1 MDR tox – KB-V1 MDR subline cytotoxicity; KB-V1 MDR cells viability, CellTiter-Glo, 72 h; Potency, µM (top dose mostly 46.1 µM), for inactives: top-dose activity change, negative = cytotoxicity, usual class: cytotoxic; 400,000 compounds, 3.4% hits; further: potency means the concentration at half of the fitted maximal effect; on the % scale 0 is the no-effect control and ±100 the full control effect; nearly all actives have a fitted effect of over 60% in size
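Cytotoxicity via CellTiter-Glo luminescence after 72 h compound exposure at 37 degrees C. Cells: drug-selected KB-V1 line, DMEM phenol-red free plus 10% FBS. Compounds tested at multiple concentrations; normalized data fitted to concentration-effect curves.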
Starred values were filed as active, the others as inactive; i = inactive; ? = inconclusive; . = no result given; & = joins results of further samples; [ ] = dose if it differs, or a comment. Unless noted, the call rests on the fitted dose curve; in most records, active means well fitted curve in the direction sought with a large enough effect; inconclusive means small, poorly fitted or top-dose-only effect, or another doubt; inactive means no such curve, though single readings can be large; an effect the other way counts as inactive or inconclusive. Only part of the results is shown; the hit share may differ from the screen's.

SMILES	aSyn yeast inh	GLP-1R inv ag	GLP1R ag	DRD3 agonist	PTHR1 agonist	TDP-43 yeast inh	HEK293 tox	D3 antag	KB-V1 MDR tox
CC(C)(Oc1ccc(Cl)cc1)C(=O)NCC(c1ccco1)N1CCCCC1 (stereo unspecified)	-0.3%	8.91µM*	-1.8%	-25.1	-11.2%	9.6%	6.1%	-12.7	?
O=C(NCCc1c[nH]c2ccccc12)C(=O)NCC(c1ccco1)N1CCN(c2ccccc2)CC1 (stereo unspecified)	2.6%	-17.6%	-6.9%	41.1*	-34.5%[inhibitor]	7.2%	-0.7%[1.53 µM]	11.9	?
CC(=O)Nc1ccccc1C(=O)N1CCN(c2cccc(C)c2C)CC1	9.1%	-23.1%	-1.6%	13.8	-19.9%	0.0%	-4.2%	10.2	0.3%
CC(=O)Nc1cccc(NC(=O)c2ccc(S(=O)(=O)NCc3ccco3)cc2)c1	-4.1%	9.6%	4.8%	1.8	i	-1.7%	4.7%	16.5	23.8%
CC(=O)Nc1cnc(-c2cccc(C(=O)N3CCOCC3)c2)cn1	0.6%	10.0%	1.0%	7.6	-18.5%	0.1%	-3.5%	13.1	0.9%
CC1CC(C)CN(c2nc3c(c(=O)[nH]c(=O)n3C)n2CCCSc2nc3ccccc3s2)C1 (stereo unspecified)	4.0%	13.5%	-2.1%	7.9	i	13.5%	-11.7%	8.8	4.11µM*
Cc1cc(C)c(NC(=O)C2CCN(C(=O)N3CC(C)Oc4ccc(Cl)cc43)CC2)c(C)c1 (stereo unspecified)	.	1.1%	.	23.8	-10.4%	0.4%[9.22 µM]	-5.0%	.	-3.8%
CN1CCc2nc(NC(=O)c3cccc(S(=O)(=O)N4CCc5ccccc54)c3)sc2C1	?	-29.4%	5.4%	-1.3	-4.8%[57.5 µM]	19.1%	97.6%[activator]	3.4	1.4%
CCN(CC)S(=O)(=O)c1ccc(C(=O)NCc2n[nH]c(=S)n2Cc2ccccc2)cc1	-7.4%	0.0%	3.7%	-21.4	-0.3%	-33.7%[inhibitor]	-4.7%	-22.3	-9.1%
O=c1c2cc3c(cc2nc2sc(Nc4ccc(F)cc4F)nn12)OCO3	.	0.4%	.	0.0	i	23.1%	-7.7%	.	26.9%
Cc1ccc(NC(=O)NCc2ccccn2)cc1Cl	0.2%	-1.1%	-2.8%	-4.4	-5.9%	1.1%	17.4%	-17.4	20.5%
CCCCn1nnc(NC(=O)Cc2ccc(Cl)cc2)n1	-2.2%	-13.2%	0.9%	0.2	-25.3%[57.5 µM]	-0.6%	-1.6%	-24.6	0.0%
CCN(CC)S(=O)(=O)c1ccc(Cc2ncc(C(F)(F)F)cc2Cl)s1	-4.6%	?	2.7%	-10.0	i	-9.7%	11.7%	?	-21.7%
Cc1ccc(C2/C(=C(/O)c3ccc(Cl)cc3)C(=O)C(=O)N2CC2CCCO2)o1 (stereo unspecified)	8.7%	3.8%	0.6%	5.5	i	0.7%	-11.5%	21.6	-2.3%
Cc1ccc(S(=O)(=O)Cc2ccc(C(=O)NC3CCCC3)o2)cc1	5.4%	-0.7%	21.6%	-7.2	i	-20.7%	0.6%	3.9	-9.7%
Cc1ccc(C(=O)Nc2nnc(S(=O)(=O)N3CCCCCC3)s2)cc1	-3.4%	-3.7%&10.7%	-4.3%	-6.4&-11.5	-9.0%	-1.8%&24.1%	-3.4%&-1.4%	-20.1	-3.8%&8.0%
O=C(c1cc(C2CC2)nn1-c1ccccc1)N1CCN(Cc2ccccc2F)CC1	-0.4%	8.91µM*	0.5%	-19.3	-1.1%	-5.3%	1.2%	-27.1	-7.4%
CCCCN(Cc1ccccc1)c1ncnc2nc[nH]c12	-30.8%[inhibitor]	?	9.3%	-1.5	-93.9%[inhibitor]	-43.1%[inhibitor]	-1.7%	6.6	?
CCCc1cc(=O)oc2cc(OCc3cccc(OC)c3)c(Cl)cc12	-4.0%	2.5%	3.2%	8.3	i	-11.8%	4.8%	8.0	-2.6%
CCC(NC(=O)CSc1nnnn1C1CC1)c1ccc(Br)cc1 (stereo unspecified)	-3.9%	?	-0.5%	-15.1	-38.9%[inhibitor]	5.4%	9.5%	?	-9.4%
CC1CN(C(=O)CCC(=O)NCc2cccs2)c2cc(Cl)ccc2O1 (stereo unspecified)	.	?	.	-20.0	i	-8.2%	6.4%	.	-23.4%
COc1ccc(CNC(=O)c2ccc(-c3ccc(F)c(F)c3)c3ccoc23)cc1OC	?	?	-6.8%	9.2	i	2.4%	-3.2%	29.9	?
O=C(COc1ccc([N+](=O)[O-])cc1)Nc1ccncc1	0.7%	11.2%[7.66 µM]	4.1%	3.1	-4.7%	7.6%[9.22 µM]	13.4%[7.66 µM]	1.5	2.7%
O=C1C2C3C=CC(C3=C3CCCCC3)C2C(=O)N1Cc1ccccc1 (stereo unspecified)	7.1%	0.0%	10.3%	9.6	-12.1%[57.5 µM]	17.7%	3.1%	46.0	0.0%
CN(C)CC(C)(C)CNc1ccc(S(=O)(=O)N2CCCC2)cn1	-3.1%	-27.3%	9.9%	-8.9	i	0.7%	19.5%	-7.7	-2.9%
Nc1nc(-c2ccccc2)c(N=Nc2cccnc2)s1	-2.1%	21.6%	5.0%	-2.3	-1.6%	12.7%	?	0.7	4.5%
CCOc1ccc(C(=O)Nc2nnn(CC)n2)cc1	-4.4%	?	-13.5%	4.0	-2.4%[57.5 µM]	17.2%	-3.4%	-8.5	4.1%
CC1(C)CC(=O)C2=C(C1)Nc1ccccc1NC2c1ccc([N+](=O)[O-])cc1 (stereo unspecified)	0.3%	?	12.5%	-0.6	-1.2%	-12.4%	-15.8%	-5.0	22.9%
O=C(Nc1cccc(F)c1)c1cccc2c1C(=O)N(C1CCCCC1)C2	1.1%	-0.8%&7.3%	0.2%	1.7&8.6	-24.0%&-58.1%	-7.2%&11.2%	5.7%&47.3%	-1.6	10.7%&-3.3%
Cc1ccc(C(C(=O)NCc2ccc(F)cc2)N(CCCO)C(=O)C2COc3ccccc3O2)o1 (stereo unspecified)	-0.1%	?	9.4%	0.6	i	9.3%	-5.2%	28.6	11.9%

An excerpt from above, reduced to TDP-43 yeast inh and GLP-1R inv ag.
| compound | TDP-43 yeast inh | GLP-1R inv ag |
| --- | --- | --- |
| CC1CN(C(=O)CCC(=O)NCc2cccs2)c2cc(Cl)ccc2O1 (stereo unspecified) | -8.2% | ? |
| CCOc1ccc(C(=O)Nc2nnn(CC)n2)cc1 | 17.2% | ? |
| CC1(C)CC(=O)C2=C(C1)Nc1ccccc1NC2c1ccc([N+](=O)[O-])cc1 (stereo unspecified) | -12.4% | ? |

Further compounds:
SMILES	aSyn yeast inh	GLP-1R inv ag	GLP1R ag	DRD3 agonist	PTHR1 agonist	TDP-43 yeast inh	HEK293 tox	D3 antag	KB-V1 MDR tox
CCOc1ccc(N2CC(NC(=O)Cc3cccs3)CC2=O)cc1 (stereo unspecified)	.	12.1%	.	16.9	2.5%	21.1%	-0.4%	.	.
CCOC(=O)c1nnc(-c2ccccc2)nc1N1CC(C)OC(C)C1 (stereo unspecified)	0.9%	9.9%	4.5%	3.2	i	9.1%	6.4%	3.4	-7.2%
O=C(OCCCN=C1NS(=O)(=O)c2ccccc21)C1CC(=O)N(c2ccc(Cl)cc2)C1 (stereo unspecified)	-2.3%	-0.8%	-6.4%	-1.8	-27.7%	18.2%	11.8%	13.1	4.6%
Cc1ccc(NS(=O)(=O)c2sc3ccc(Cl)cc3c2C)cc1	24.1%	?	-1.4%	26.0	-25.3%	24.6%	?	19.7	-15.9%
Nc1[nH]c(C(=O)c2ccccc2)c(-c2ccncc2)c1C(=O)NCc1cccc2ccccc12	-0.8%	-23.5%	14.7%	18.9	-40.5%	12.8%	-17.4%	-9.5	-26.5%
S=C(NC1CC1)SCc1ccco1	6.6%	-2.7%	-2.5%	0.3	-33.9%[inhibitor]	28.2µM*	12.1%	13.3	3.5%
CCOC(=O)c1nnn(-c2ccccc2C#N)c1C	-10.5%	5.0%	0.4%	-6.1	i	9.3%	-0.6%	-16.9	3.3%
CCOc1ccccc1NC(=O)C1CCN(S(C)(=O)=O)CC1	-8.0%	12.9%	-1.7%	5.1	-18.3%	0.0%	2.7%	7.8	3.8%
OC[C@@H]1CN(CCc2ccccc2)C[C@H](n2cnc3c(NCc4ccc(F)cc4)ncnc32)O1	5.2%	-18.6%	7.4%	0.8	-18.4%	4.2%	1.3%	32.7	1.9%
Cc1cc(C)cc(NC2=CC(c3cccc(F)c3)N(c3cc(C)cc(C)c3)C2=O)c1 (stereo unspecified)	.	5.3%	.	-6.6	-14.8%	17.5%	1.9%	.	1.4%
O=C(O)C1=C[C@H](C2CC2)C[C@H](OCc2ccc(CO)cc2)O1	6.0%	7.6%	-2.3%	2.1	1.9%	29.5%	-1.1%	9.3	-12.6%
O=C(CSCc1ccccc1)Nc1ccccc1	19.4%	19.9%	6.6%	-12.2	-19.1%	0.2%	-0.5%	0.0	9.8%
C/C(=N/OC(=O)C1CC1)c1cc(-c2ccc(Cl)cc2)no1	2.8%	11.0%	-1.9%	1.3	-8.5%	19.8%	3.5%	4.5	-29.6%
Cc1cc(=O)n(CC(=O)NC(C)c2ccccc2)c2c1c(C)nn2-c1cccc(F)c1 (stereo unspecified)	.	12.1%	.	4.8	-32.2%[inhibitor]	-1.2%	20.6%	.	-23.4%
CCOc1ccc(CN(C)CC(=O)Nc2cc(OC)c([N+](=O)[O-])cc2C)cc1	-2.8%	-4.2%	-2.2%	-9.6	-74.5%[inhibitor]	-17.8%	18.7%	0.7	?
